Mtb BioA inh – blocks M. tuberculosis BioA enzyme activity | AID 602481 | purified M. tuberculosis BioA enzyme, plate reader | 360,000 compounds, 0.096% hits | inhibition, % at 9.99 µM; in the data active means inhibition above about 40%
Numbers without * were called inactive; & = joins results of further samples. A portion of the library. The share of hits here may be higher or lower than overall.

Start of the data: the first six compounds, ahead of the listing:
no.	Compound	Mtb BioA inh
1	C[C@H](CO)N1C[C@H](C)[C@@H](CN(C)C(=O)c2ccccn2)Oc2cc(C3=CCCC3)ccc2S1(=O)=O	0.1
2	COc1ccc(S(=O)(=O)Nc2ccc3c(c2)C(=O)N([C@H](C)CO)C[C@@H](C)[C@@H](CN(C)S(=O)(=O)c2ccc(OC)cc2)O3)cc1	5.8
3	C[C@H](CO)N1C[C@H](C)[C@H](CN(C)CC2CC2)Oc2cc(C#Cc3cccc(F)c3)ccc2S1(=O)=O	1.8
4	C[C@@H]1CN([C@H](C)CO)C(=O)c2cc(NC(=O)Nc3ccc(C(F)(F)F)cc3)ccc2O[C@@H]1CN(C)CC1CCCCC1	-0.8
5	CO[C@@H]1CN(C)C(=O)c2cc(NC(=O)Nc3ccccc3F)ccc2OC[C@H](C)NC[C@@H]1C	-0.9
6	C/C=C/c1cnc2c(c1)C(=O)N([C@H](C)CO)C[C@H](C)[C@H](CN(C)C(=O)C1CC1)O2	-1.3

Results, from the first entry:
no.	Compound	Mtb BioA inh
1	C[C@H](CO)N1C[C@H](C)[C@@H](CN(C)C(=O)c2ccccn2)Oc2cc(C3=CCCC3)ccc2S1(=O)=O	0.1
2	COc1ccc(S(=O)(=O)Nc2ccc3c(c2)C(=O)N([C@H](C)CO)C[C@@H](C)[C@@H](CN(C)S(=O)(=O)c2ccc(OC)cc2)O3)cc1	5.8
3	C[C@H](CO)N1C[C@H](C)[C@H](CN(C)CC2CC2)Oc2cc(C#Cc3cccc(F)c3)ccc2S1(=O)=O	1.8
4	C[C@@H]1CN([C@H](C)CO)C(=O)c2cc(NC(=O)Nc3ccc(C(F)(F)F)cc3)ccc2O[C@@H]1CN(C)CC1CCCCC1	-0.8
5	CO[C@@H]1CN(C)C(=O)c2cc(NC(=O)Nc3ccccc3F)ccc2OC[C@H](C)NC[C@@H]1C	-0.9
6	C/C=C/c1cnc2c(c1)C(=O)N([C@H](C)CO)C[C@H](C)[C@H](CN(C)C(=O)C1CC1)O2	-1.3
7	COc1ccccc1C(=O)N1C[C@@H]2[C@H](c3ccccc31)[C@@H](CO)N2Cc1ccc(F)cc1	-2.6
8	CCNC(=O)C[C@H]1CC[C@H]2[C@@H](COC[C@@H](O)CN2C(=O)c2ccccn2)O1	-0.9
9	C[C@H](CO)N1C[C@H](C)[C@H](CN(C)C(=O)NC2CCCCC2)OCCCC[C@H](C)Oc2ccc(NS(=O)(=O)c3cn(C)cn3)cc2C1=O	3.3
10	COc1cccc(NC(=O)N2C[C@@H](O)COC[C@H]3O[C@H](CC(=O)NC4CCC4)CC[C@@H]32)c1	-0.6

no.	Compound	Mtb BioA inh
11	CCC(=O)N1[C@@H]2c3ccc(/C=C/c4ccccc4)c(=O)n3C[C@H]1[C@H](CO)[C@H]2C(=O)N1CCOCC1	-2.2
12	CCN(C[C@H]1[C@@H](c2ccccc2)[C@@H](CO)N1C(=O)COC)S(C)(=O)=O	3.5
13	C[C@H](CO)N1C[C@H](C)[C@H](CN(C)C(=O)C2CCC2)Oc2cc(C3=CCCCC3)ccc2S1(=O)=O	1.0
14	C[C@H](CO)N1C[C@H](C)[C@H](CN(C)C(=O)c2ccccc2)Oc2ncc(C#CC3CC3)cc2C1=O	1.4
15	CO[C@H]1CN(C)C(=O)c2ccc(NC(=O)C3CCCC3)cc2OC[C@@H](C)N(Cc2cocn2)C[C@H]1C	0.2
16	CN1CCN(C(=O)c2cc3c(c(-c4cccc(C#CCC5CCCC5)c4)n2)[C@H](CCO)N(S(=O)C(C)(C)C)C3)CC1 (some centres undefined)	0.6
17	C[C@H](CO)N1C[C@H](C)[C@H](CN(C)S(=O)(=O)c2ccccc2)OCCCC[C@H](C)Oc2ccc(NS(C)(=O)=O)cc2C1=O	1.7
18	O=C(C[C@@H]1CC[C@H](NC(=O)c2ccccc2)[C@@H](CO)O1)Nc1ccc(-c2ccccc2)cc1	1.5
19	Cc1noc(C)c1NC(=O)Nc1ccc2c(c1)C(=O)N([C@@H](C)CO)C[C@H](C)[C@@H](CN(C)S(=O)(=O)c1c(C)noc1C)OCCCC[C@H](C)O2	-0.5
20	CCC(=O)Nc1ccc2c(c1)C(=O)N(C)C[C@H](OC)[C@@H](C)CN(Cc1ccccc1)[C@@H](C)CO2	-1.8

no.	Compound	Mtb BioA inh
21	COc1ccc(CN(C)C[C@H]2Oc3c(NC(=O)Nc4ccc(OC)cc4)cccc3C(=O)N([C@@H](C)CO)C[C@H]2C)cc1	0.4
22	C[C@H]1CN([C@@H](C)CO)S(=O)(=O)c2ccc(C#Cc3ccncc3)cc2O[C@@H]1CN(C)C(=O)Nc1ccc2c(c1)OCO2	-1.4
23	COc1ccc(NC(=O)Nc2cccc3c2O[C@@H](CN(C)Cc2ccccc2)[C@H](C)CN([C@H](C)CO)C3=O)cc1	3.6
24	Cc1ccc(S(=O)(=O)Nc2ccc3c(c2)C(=O)N([C@H](C)CO)C[C@@H](C)[C@H](CN(C)C(=O)Nc2ccc(C(F)(F)F)cc2)O3)cc1	-2.0
25	O=C(CCN1CCCCC1)N[C@H]1CC[C@H](CCNS(=O)(=O)c2ccc(Cl)cc2)O[C@@H]1CO	-0.9
26	C[C@H](CO)N1C[C@H](C)[C@@H](CN(C)Cc2ccc(C(F)(F)F)cc2)Oc2c(cccc2N(C)C)C1=O	-0.9
27	C[C@H]1CN([C@@H](C)CO)C(=O)c2cc(NS(=O)(=O)c3ccc(Cl)cc3)ccc2O[C@@H]1CN(C)Cc1ccncc1	-1.7
28	O=C(C[C@H]1C[C@@H]2c3cc(NC(=O)Nc4ccccc4F)ccc3O[C@@H]2[C@@H](CO)O1)NCc1ccccn1	-2.2
29	C[C@H]1CN([C@@H](C)CO)C(=O)c2cc(NC(=O)Cc3cn(C)c4ccccc34)ccc2O[C@H]1CN(C)S(=O)(=O)c1cn(C)cn1	1.9
30	COCC(=O)N1[C@H](CO)[C@@H]2c3ccccc3N(C(=O)c3ccncc3)C[C@@H]21	-2.2

no.	Compound	Mtb BioA inh
31	Cc1noc(C)c1NC(=O)N(C)C[C@H]1OCCCC[C@@H](C)Oc2ccc(NS(=O)(=O)c3cccs3)cc2C(=O)N([C@@H](C)CO)C[C@@H]1C	-0.6
32	O=C(C[C@@H]1C[C@H]2c3cc(NC(=O)NC4CCCC4)ccc3O[C@H]2[C@@H](CO)O1)NCc1ccccc1F	0.9
33	Cc1ccc(-c2cnc3c(c2)C(=O)N([C@H](C)CO)C[C@H](C)[C@@H](CN(C)C(=O)CN(C)C)O3)cc1	-3.2
34	COc1ccc(S(=O)(=O)Nc2ccc3c(c2)C(=O)N([C@@H](C)CO)C[C@@H](C)[C@@H](CN(C)C(=O)c2ccccc2)OCCCC[C@H](C)O3)cc1	0.3
35	O=C(NC[C@H]1N[C@H](CO)[C@@H]1c1ccccc1)C1CC1	-4.8
36	COc1ccc(CN(C)C[C@@H]2Oc3ccc(NC(=O)C4CC4)cc3C(=O)N([C@@H](C)CO)C[C@@H]2C)cc1	0.3
37	CNC(=O)C[C@@H]1CC[C@@H]2[C@@H](COc3ccc(NC(=O)c4cccc(F)c4)cc3C(=O)N2C)O1	11&13
38	C/C=C/c1ccc([C@@H]2[C@@H](CN(C(=O)COC)C(C)C)N(C(C)=O)[C@H]2CO)cc1	3.6
39	O=C([C@H]1[C@H](CO)[C@H]2Cn3c(ccc(C4=CCCC4)c3=O)[C@@H]1N2)N1CCCCC1	-0.5
40	C[C@@H](NC(=O)[C@H]1[C@H](CO)[C@H]2Cn3c(cccc3=O)[C@@H]1N2C(=O)C1CCCC1)c1ccccc1	1.7

Of the compounds above, 2 have a Cl atom:
no.	Compound	Mtb BioA inh
25	O=C(CCN1CCCCC1)N[C@H]1CC[C@H](CCNS(=O)(=O)c2ccc(Cl)cc2)O[C@@H]1CO	-0.9
27	C[C@H]1CN([C@@H](C)CO)C(=O)c2cc(NS(=O)(=O)c3ccc(Cl)cc3)ccc2O[C@@H]1CN(C)Cc1ccncc1	-1.7

Continued:
no.	Compound	Mtb BioA inh
41	CCCN(C)C[C@@H]1Oc2ncc(-c3cccc(C#N)c3)cc2C(=O)N([C@@H](C)CO)C[C@@H]1C	0.5
42	C[C@@H]1CCCCO[C@@H](CN(C)C(=O)C2CCCCC2)[C@H](C)CN([C@@H](C)CO)C(=O)c2cc(NS(C)(=O)=O)ccc2O1	-0.1
43	CN(C)C(=O)C[C@H]1CC[C@H]2[C@@H](COc3ccc(NC(=O)c4ccc(F)cc4)cc3C(=O)N2C)O1	-2.0
44	C[C@H](CO)N1C[C@H](C)[C@@H](CN(C)Cc2ccccn2)Oc2cc(-c3cncnc3)ccc2S1(=O)=O	-1.9
45	COc1ccc(NC(=O)N(C)C[C@@H]2Oc3ccc(NS(=O)(=O)c4cccs4)cc3CC(=O)N([C@H](C)CO)C[C@@H]2C)cc1	-1.7
46	COc1cccc(NC(=O)N(C)C[C@H]2Oc3cc(-c4cccc(C(=O)N(C)C)c4)ccc3S(=O)(=O)N([C@H](C)CO)C[C@@H]2C)c1	-4.3
47	Cc1ccccc1S(=O)(=O)N1C[C@H](O)COC[C@H]2O[C@@H](CC(=O)N3CCN(C)CC3)CC[C@@H]21	-3.0
48	C[C@@H]1CN([C@@H](C)CO)C(=O)c2cc(C3=CCCCC3)cnc2O[C@H]1CN(C)C(=O)Nc1ccccc1	1.8
49	C[C@@H]1CN([C@H](C)CO)C(=O)c2cc(C#CC3(O)CCCC3)cnc2O[C@@H]1CN(C)C(=O)CC1CC1	-2.0
50	O=C(C[C@@H]1CC[C@H]2[C@@H](COC[C@H](O)CN2C(=O)c2ccncc2)O1)NCc1cccc(F)c1	-0.3

no.	Compound	Mtb BioA inh
51	C[C@@H]1CN([C@H](C)CO)S(=O)(=O)c2ccc(-c3ccccc3)cc2O[C@@H]1CN(C)Cc1ccncc1	2.4
52	CCCNC(=O)C[C@@H]1CC[C@H]2[C@@H](COC[C@@H](O)CN2C(=O)c2cccnc2)O1	-0.6
53	COCC(=O)Nc1ccc2c(c1)C(=O)N(C)C[C@H](OC)[C@@H](C)CN(C(=O)Cc1ccccn1)[C@H](C)CO2	-0.4
54	Cc1noc(C)c1NC(=O)Nc1ccc2c(c1)C(=O)N(C)[C@H]1CC[C@H](CC(=O)N[C@@H]3CCN(Cc4ccccc4)C3)O[C@@H]1CO2	0.5
55	CCNC(=O)C[C@H]1CC[C@@H]2[C@H](COC[C@H](O)CN2C(=O)Nc2c(C)noc2C)O1	-3.0
56	COc1ccc(NC(=O)Nc2ccc3c(c2)CC(=O)N([C@H](C)CO)C[C@@H](C)[C@@H](CN(C)Cc2ccc(C(F)(F)F)cc2)O3)cc1	0.3
57	COc1ccc(C(=O)N2C[C@H]3[C@@H](c4ccccc42)[C@H](CO)N3C(=O)NC(C)C)cc1	0.2
58	CC(C)NC(=O)N(C)C[C@@H]1OCCCC[C@@H](C)Oc2ccc(N(C)C)cc2C(=O)N([C@H](C)CO)C[C@@H]1C	-1.9
59	CC(C)C#Cc1ccc2c(c1)O[C@@H](CN(C)C(=O)c1cccnc1)[C@@H](C)CN([C@H](C)CO)S2(=O)=O	-0.3
60	COC(=O)C[C@@H]1CC[C@@H](NC(=O)c2ccccc2)[C@H](CO)O1	3.0

no.	Compound	Mtb BioA inh
61	O=C(C[C@@H]1CC[C@@H]2[C@H](COC[C@H](O)CN2C(=O)c2ccc3c(c2)OCO3)O1)NC1CCCC1	-0.3
62	CN1[C@@H]2Cn3c(ccc(-c4ccccc4)c3=O)[C@H]1[C@@H](C(=O)N1CCC(Cc3ccccc3)CC1)[C@@H]2CO	1.8
63	COc1ccccc1CNC(=O)C[C@@H]1C[C@H]2c3cc(NC(=O)c4cccnc4)ccc3O[C@H]2[C@H](CO)O1	14
64	CCCc1cn(CC[C@@H]2CC[C@@H](NC(=O)C3CCCCC3)[C@H](CO)O2)nn1	2.8
65	COc1ccccc1-c1cnc2c(c1)C(=O)N([C@@H](C)CO)C[C@H](C)[C@H](CN(C)Cc1ccccc1)O2	-2.9
66	C[C@@H]1CN([C@@H](C)CO)C(=O)c2cccc(NC(=O)Nc3ccc4c(c3)OCO4)c2O[C@@H]1CN(C)S(=O)(=O)c1cn(C)cn1	0.9
67	O=C(NCC[C@@H]1CC[C@@H](NC(=O)c2ccccc2F)[C@@H](CO)O1)c1cnccn1	-1.1
68	O=C(C[C@@H]1CC[C@H]2[C@@H](COC[C@H](O)CN2Cc2cccc(-c3ccncc3)c2)O1)N1CCCCC1	-0.6
69	C[C@@H]1CN([C@H](C)CO)C(=O)c2cc(NC(=O)c3ccccc3)ccc2O[C@@H](C)CCCCO[C@H]1CN(C)C(=O)NC1CCCCC1	-2.1
70	CN1C(=O)c2cc(NC(=O)Cc3ccccc3)ccc2OC[C@@H]2O[C@H](CC(=O)NCc3ccc(Cl)cc3)CC[C@H]21	-0.2

no.	Compound	Mtb BioA inh
71	Cc1ccccc1S(=O)(=O)N[C@H]1CC[C@H](CCn2cc(-c3ccc(F)cc3)nn2)O[C@@H]1CO	1.7
72	COCCNC(=O)C[C@@H]1CC[C@H]2[C@@H](COc3ccc(NC(=O)C4CCOCC4)cc3C(=O)N2C)O1	7.0
73	Cc1ccccc1S(=O)(=O)N1CC[C@H]2[C@H](CO)Nc3ccc(-c4cccc(F)c4)cc3[C@H]21	-1.0
74	O=C(C[C@@H]1C[C@@H]2c3cc(NS(=O)(=O)c4ccccc4)ccc3O[C@@H]2[C@H](CO)O1)NC1CCCCC1	-0.7
75	COc1ccc(S(=O)(=O)Nc2ccc3c(c2)CC(=O)N([C@@H](C)CO)C[C@H](C)[C@@H](CN(C)C(=O)Nc2ccc(C(F)(F)F)cc2)O3)cc1	0.4
76	C[C@H]1CCCCO[C@H](CN(C)S(=O)(=O)c2ccc(Cl)cc2)[C@@H](C)CN([C@@H](C)CO)C(=O)c2cc(NS(C)(=O)=O)ccc2O1	-0.3
77	CO[C@H]1CN(C)C(=O)c2ccc(NS(=O)(=O)c3cn(C)cn3)cc2OC[C@H](C)NC[C@H]1C	-1.6
78	CCC(=O)N(C)C[C@H]1Oc2ncc(C#CC(C)(C)O)cc2C(=O)N([C@@H](C)CO)C[C@@H]1C	-1.1
79	C[C@@H](NC(=O)C[C@H]1CC[C@H](NC(=O)c2cccnc2)[C@@H](CO)O1)c1ccccc1	0.0
80	C[C@@H]1CN([C@@H](C)CO)C(=O)c2cc(NC(=O)Nc3ccccc3)ccc2O[C@@H](C)CCCCO[C@H]1CN(C)C(=O)CCC(F)(F)F	-0.7
